Screening data as filed in PubChem.
H9c2 protect: cardioprotection against H2O2-induced cell death, primary screen, uHTS, H9c2 cells, ATPLite luminescence | protection from H2O2 cell death, % at 20 µM | 360,000 compounds, 0.63% hits | AID 588492, 2011 | H9c2 cardiomyocytes, H2O2 injury protection, 2 h;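 active = compounds giving at least 50% protection of heart cells from peroxide-induced death in the single-dose screen, raw or plate-pattern-corrected value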;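 note: 0% = DMSO wells with peroxide and 100% = DMSO wells without peroxide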
MC4R ag barr: MC4R agonists recruiting beta-arrestin, primary screen, cell-based, luminescence, agonist arm of biased-ligand search | Melanocortin receptor 4 (Homo sapiens), P32245 | U2OS MC4R beta-arrestin complementation; percent of melanotan II response, DMSO zero | activation, % at 8.9 µM | 360,000 compounds, 0.98% hits;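 active = activation above a per-plate cutoff, the mean activation of sample wells on that plate plus 3 SD, cut at about 8% in these data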
Granule exo inh: LAMP-1 surface exposure blockers, TALL-104 cells – cell-based, flow cytometry, MLPCN library, primary screen. inhibition, % at 10 µM. TALL-104 LAMP-1 surface exposure; cells stimulated with thapsigargin and PMA. 360,000 compounds, 0.66% hits. AID 651702, 2012;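 active = inhibition above about 55%, limit read from the data; inconclusive = no clear call, values can overlap the other calls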
MC4R antagonist: MC4R antagonists of cAMP signaling, primary screen, cell-based, TR-FRET, antagonist arm of biased-ligand search; Melanocortin receptor 4 (Homo sapiens), P32245; MC4R-expressing cells, MTII-stimulated cAMP, LANCE TR-FRET; inhibition, % at 6.5 µM; 360,000 compounds, 0.48% hits;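 active = inhibition above its plate's cutoff, the mean of tested wells on that plate plus 3 SD, cut at about 29% in these data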;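 note: 0% = Melanotan II alone and 100% = Melanotan II plus saturating MCL0020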
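Test system: U2OS cells stably expressing human melanocortin 4 receptor (MC4R); also added: Melanotan II challenge; compound: 6.5 µM single dose; timing: 30-min compound preincubation, 1-h Melanotan II challenge, 1-h detection, room temperature; signal: Eu-cAMP/anti-cAMP TR-FRET, emission 671 nm; repeats: one well per compound, no replicates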
HTR2A ag: mouse Htr2a agonists via beta-arrestin recruitment, primary screen, cell-based, luminescence; 5-hydroxytryptamine receptor 2A (Mus musculus), P35363; CHO-K1 mHTR2A beta-arrestin complementation; percent of 30 µM serotonin response; activation, % at 7.6 µM; 360,000 compounds, 0.66% hits; AID 624169, 2012;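 active = activation above a run cutoff, the mean activation of all tested compounds plus 3 SD, cut at about 14% in these data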;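 note: 0% = plate median of compound wells and 100% = 30 µM serotonin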
Target sequence (P35363 whole entry, looked up): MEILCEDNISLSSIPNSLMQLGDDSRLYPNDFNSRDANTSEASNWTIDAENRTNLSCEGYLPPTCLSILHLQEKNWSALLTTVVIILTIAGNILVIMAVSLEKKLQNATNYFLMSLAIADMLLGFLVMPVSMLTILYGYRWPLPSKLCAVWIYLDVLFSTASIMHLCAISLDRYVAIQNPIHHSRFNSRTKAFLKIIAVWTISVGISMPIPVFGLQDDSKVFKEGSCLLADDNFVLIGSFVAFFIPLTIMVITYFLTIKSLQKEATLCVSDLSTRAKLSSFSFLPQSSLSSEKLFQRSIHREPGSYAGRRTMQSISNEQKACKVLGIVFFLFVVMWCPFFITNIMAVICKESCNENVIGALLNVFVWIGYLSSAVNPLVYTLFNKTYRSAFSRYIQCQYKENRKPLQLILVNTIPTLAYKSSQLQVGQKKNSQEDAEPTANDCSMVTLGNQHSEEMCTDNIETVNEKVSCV
PDI inh: inhibitors of human PDI, primary screen, biochemical, turbidity, single point, plate reader; inhibition, % at 10 µM; Protein disulfide-isomerase (Homo sapiens), P07237; 350,000 compounds, 0.052% hits; PDI insulin aggregation turbidity, A650, 90 min;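 active = mean inhibition across replicates of 30% or more, whatever share of single replicates reach that level; inconclusive = mean inhibition below 30% while every single replicate reaches 30%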;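 note: absorbance from insulin aggregation driven by PDI reduction with DTT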
Target sequence (P07237 whole entry, looked up): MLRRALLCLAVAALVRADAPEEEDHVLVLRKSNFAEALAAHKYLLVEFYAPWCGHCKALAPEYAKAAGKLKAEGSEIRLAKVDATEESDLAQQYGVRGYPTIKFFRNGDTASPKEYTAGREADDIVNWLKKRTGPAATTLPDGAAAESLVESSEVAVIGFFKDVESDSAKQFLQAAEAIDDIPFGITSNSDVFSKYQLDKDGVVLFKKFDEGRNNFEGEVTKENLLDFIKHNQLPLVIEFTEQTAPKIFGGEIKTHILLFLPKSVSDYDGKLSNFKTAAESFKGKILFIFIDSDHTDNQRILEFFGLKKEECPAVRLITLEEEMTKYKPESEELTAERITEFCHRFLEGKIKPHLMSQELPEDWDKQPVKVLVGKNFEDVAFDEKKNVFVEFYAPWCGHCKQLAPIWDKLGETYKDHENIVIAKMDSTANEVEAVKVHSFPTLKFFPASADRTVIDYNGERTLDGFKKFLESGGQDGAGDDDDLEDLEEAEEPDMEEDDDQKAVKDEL
N-glyco inh: increase of ERlucT glycosylation luciferase signal, primary screen, N-linked glycosylation inhibitor project, D54 ERlucT cells, luminescence, set 2. D54 ERlucT glycosylation luciferase reporter, 24 h; percent of 100 nM tunicamycin response. reporter increase, % at 12.5 µM. 360,000 compounds, 0.23% hits. AID 588692, 2011;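 active = mean luciferase reporter signal, scaled so untreated is 0 and the glycosylation-blocking control 100, at or above a set limit in every replicate; inconclusive = mean reaches the limit but not every replicate does; inactive = mean below the limit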;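 note: luciferase carries N-glycosylation sites so blocking glycosylation raises the light; 0% = median of neutral control wells and 100% = median of 100 nM tunicamycin wells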
ABCB6 inh 2: ABCB6 transporter inhibitors, primary screen, K562-ABCB6 cells, flow cytometry, MLPCN library; ATP-binding cassette sub-family B member 6 (Homo sapiens), Q9NP58; K562-ABCB6 porphyrin accumulation, 1 h; stronger effect = lower value; fluorescence ratio to DMSO, % at 10 µM; 360,000 compounds, 0.19% hits; AID 602162, 2011;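 active = fluorescence ratio to DMSO below 75%, the collection mean minus 3 SD; inconclusive = too few cells collected in the well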;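 note: signal is porphyrin accumulated inside mitochondria; 100% equals median channel fluorescence of DMSO control wells; lower ratio means ABCB6 inhibition with less porphyrin fluorescence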
CaV13 ICDI inh: Primary screen for inhibitors of IQ motif and Ca2+-dependent inactivation inhibitor domain binding in CACNA1D, Förster resonance energy transfer in living cells, …; HEK cells, CFP/YFP FRET ICDI-IQ, plate reader, 10 min; percent FRET-ratio fall versus neutral wells; 340,000 compounds, 0.098% hits; inhibition, % at 12.3 µM;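 active = mean replicate inhibition of at least 30% and at least 1% of replicates passing that level; inconclusive = only one of the two criteria is met; inactive = neither criterion is met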;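 note: 0% = median of the neutral control wells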
ABHD5 PLIN5 PPI: ABHD5-PLIN5 interaction inhibitors, primary screen, cell lysate, split luciferase complementation, luminescence; Perilipin-5 (Homo sapiens) + 1-acylglycerol-3-phosphate O-acyltransferase ABHD5 (Homo …; Split G. princeps luciferase complementation, 4 h; inhibition, % at 4 µM; 360,000 compounds, 0.78% hits;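 active = inhibition above the mean inhibition across every tested compound plus 3 SD, cut at about 22% in these data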;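 note: 0% = DMSO only wells and the 100% control is not disclosed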
* = called active by the depositor; ? = inconclusive; . = not tested or not shown.

SMILES	H9c2 protect	MC4R ag barr	Granule exo inh	MC4R antagonist	HTR2A ag	PDI inh	N-glyco inh	ABCB6 inh 2	CaV13 ICDI inh	ABHD5 PLIN5 PPI
CCCN(CC(=O)Nc1ccccc1C)C(=O)c1cccc(S(=O)(=O)N2CCc3ccccc3C2)c1	4	-3.4	10	13	-6	-2	-3	93	-7	-6
CCCCn1c(N)c(N(CCOC)C(=O)c2cc(CC)c(C)s2)c(=O)[nH]c1=O	1	-1.7	-2	0	5	0	4	107	-6	-5
CCOC(=O)C1CCCN(C(=O)c2cc(C)n(C(C)(C)C)n2)CC1 (centres undefined)	2	0.8	-1	12	1	0	-1	101	-10	-2
CCCc1nnc(SCC(=O)Nc2ccc(OCC)cc2)n1N	0	-1.4	-6	3	2	1	2	91	-5	1
COc1ccccc1CN(C)C(=O)c1cccc(S(=O)(=O)N2CCc3ccccc3C2)c1	8	-2.7	4	13	-5	8	-1	93	-5	-1
Cc1nc2cc(-c3ccccc3)sc2c(=O)n1N	-18	-0.2	2	3	5	-2	-22	98	-17	4
CC(OC(=O)c1ccc(Cl)cc1O)C(=O)NCCC1=CCCCC1 (centres undefined)	-5	1.2	-8	-1	-1	-3	1	92	-2	-5
Cc1ccc(-c2noc(CSc3nnc(-c4cccs4)n3C)n2)cc1	-9	0.2	-2	12	6	-11	12	99	-7	2
O=C(Nc1cccnc1)c1ccc2nc(-c3ccccc3)c(-c3ccccc3)nc2c1	27	-0.8	1	10	5	4	2	193	-1	0
COc1ccc(C2C(C(C)=O)=C(O)C(=O)N2CCc2c[nH]c3ccccc23)cc1OC (centres undefined)	5	-0.4	0	7	9	?	-1	104	-4	-13

Record cards, from the list above. Order of values: H9c2 protect	MC4R ag barr	Granule exo inh	MC4R antagonist	HTR2A ag	PDI inh	N-glyco inh	ABCB6 inh 2	CaV13 ICDI inh	ABHD5 PLIN5 PPI
`COc1ccc(C2C(C(C)=O)=C(O)C(=O)N2CCc2c[nH]c3ccccc23)cc1OC` (centres undefined) in the list: 5	-0.4	0	7	9	?	-1	104	-4	-13
`Cc1nc2cc(-c3ccccc3)sc2c(=O)n1N` in the list: -18	-0.2	2	3	5	-2	-22	98	-17	4

The listing continues.
SMILES	H9c2 protect	MC4R ag barr	Granule exo inh	MC4R antagonist	HTR2A ag	PDI inh	N-glyco inh	ABCB6 inh 2	CaV13 ICDI inh	ABHD5 PLIN5 PPI
O=C(Nc1ccc(OC(F)(F)F)cc1)c1cnccn1	-13	0.4	-4	15	0	2	0	103	-19	-1
Cc1cccc(OCCCCCn2ccnc2)c1	-3	2.7	0	6	0	2	1	97	-6	3
COC(=O)c1ccc(OCC2c3cc(OC)c(OC)cc3CCN2C(=O)c2ccco2)cc1 (centres undefined)	25	0.9	4	1	4	-13	-2	105	-7	3
CCOc1ccc(N(C(C)C(=O)N2CCCC2)S(C)(=O)=O)cc1 (centres undefined)	2	-0.5	4	22	9	-1	-1	96	-5	3
Cc1ccn2cc(-c3cnoc3C)nc2c1	9	-0.7	-1	-7	0	0	-1	99	-3	-1
O=C(CN1C(=O)C(=O)N(CCC2=CCCCC2)C1=O)Nc1ccc(F)cc1F	-1	7.9	12	5	0	8	-3	101	-6	-4
Cc1ccc(NC(=O)C2Cc3ccccc3O/C2=N\O)cc1C (centres undefined)	-6	-1.3	-14	14	-6	-11	-3	104	-18	-1
C/C(=N\NC(=O)c1nc2ccccn2c1C)c1ccc2c(c1)OCO2	8	2.5	-4	1	-2	21	4	105	-4	5
CC1CC2(C)CC(C)C1(COC(=O)Nc1ccccc1)CO2 (centres undefined)	1	3.3	0	20	-3	-2	1	101	3	1
Cc1ccc(S(=O)(=O)NC(=O)c2cc(C)n(-c3cc(S(=O)(=O)N4CCOCC4)ccc3N3CCCC3)c2C)cc1	-5	-2.9	-2	2	2	-1	2	99	-7	1
O=C(c1ccc2c(c1)OCO2)C1CCCN(Cc2cc(F)ccc2-n2cccn2)C1 (centres undefined)	-3	-1.3	1	10	-1	0	2	90	-6	-1
CCN=c1scc(-c2ccco2)n1/N=C/c1ccc(OC)c(O)c1	-6	-0.1	-1	1	0	-7	-7	100	-8	-6
O=C(NCCNC(=O)c1ccc(-c2ccc(Cl)c(Cl)c2)o1)c1cnccn1	32	1.1	9	-12	4	-5	2	100	-4	7
CCCc1c(C)nc2scc(-c3ccc(Cl)cc3)n2c1=O	0	-1.5	-12	-2	-2	0	0	100	-5	-5
COC(=O)COc1ccc(S(=O)(=O)Nc2ccc(C(N)=O)cc2)cc1Cl	29	-1.6	2	2	-1	9	0	100	-7	3
N[C@@H](CO)c1nnc([C@H](CCC(=O)O)NC(=O)C2CCNCC2)o1	14	-1.8	10	5	-7	0	1	97	-9	-9
O=C(CNC(=O)c1cccc(Cl)c1)NCCCSc1ccccc1	-6	-1.1	-15	17	-12	3	0	96	-2	1
COc1ccc(C(=O)CCC(=O)N2CCN(c3ccccc3)CC2)cc1	-7	-1.5	0	-8	-1	.	0	96	-6	0
CCc1ccc(C2C(C#N)=C(N)N(N(C)C)C3=C2C(=O)CCC3)s1 (centres undefined)	7	-1.0	-1	3	-7	0	1	99	-3	-2
CCN(CC)S(=O)(=O)c1ccc2c(c1)c(=O)c(C(=O)NCCOC)cn2C	-2	-2.5	-2	14	0	11	2	98	-5	-1
CCCCC(=O)NC(=S)Nc1cc(C(=O)O)ccc1Cl	12	-2.2	-6	1	5	-4	2	95	-5	-9
Cc1csc(NC(=O)COc2ccc3c(C)cc(=O)oc3c2)n1	3	9.4*	2	-9	3	10	-1	107	-7	-6
O=C(Nc1ccccc1N1CCCC1)C1CCN(C(=O)c2ccc(Cl)cc2)CC1	0	0.0	0	6	-3	2	1	97	-7	9
CCN(Cc1nc2ccccc2c(=O)[nH]1)Cc1cc(=O)oc2cc(C)c(C)cc12	35	-1.0	6	7	-2	0	-4	102	-6	-3
Cc1cccc(Nc2nc(-c3ccc4c(c3)OCCO4)cs2)c1	-14	-0.8	-4	-4	-1	4	-9	.	.	-1
COc1ccc(CNC(=O)[C@H](C)NC(=O)C2CCN(C(=O)[C@@H](N)Cc3ccccc3)CC2)cc1	0	-0.1	2	1	7	.	-1	92	.	5
C=CCn1c(O)c(N=NC(=O)OC(C)(C)C)c2ccccc21	-2	-0.2	2	11	11	-8	1	100	-8	-2
CCC(C)NC(=O)COCc1cc(-c2ccc3c(c2)OCO3)on1 (centres undefined)	-10	-1.4	-7	8	2	-2	1	87	-17	8
COCc1[nH]nc2c1C(c1ccsc1)C(C#N)=C(N)O2 (centres undefined)	10	-1.6	1	2	-2	-10	0	95	-3	0
CN(C(=O)Cn1nnc2ccccc2c1=O)C1CCCCC1	8	0.0	-5	-1	6	-2	-1	98	-3	-5
CCOc1ccccc1Nc1nc(-c2sc(NC(=O)c3cccc(Cl)c3)nc2C)cs1	-1	-2.5	8	2	3	0	-1	99	-4	-11
O=C(O)Cc1ccc(NC(=O)C(c2ccccc2)c2ccccc2)cc1	0	-3.2	1	17	-5	4	1	103	-15	-4
COc1ccc(-n2c(-c3ccc(Cl)cc3)c[nH]c2=S)cc1	-7	-2.8	6	12	3	8	-1	92	-15	-11
Cc1ccc(C(=O)OCC(=O)NC2CCCCC2)o1	0	-2.7	-2	3	6	4	0	88	-3	1
Cc1ccccc1C(=O)c1c[nH]c(C(=O)NCc2ccco2)c1	-7	-0.1	-4	-3	-7	-3	-8	97	-6	-3
O=C(CSc1nnc(-c2ccncc2)n1-c1ccccc1)NCC1CCCO1 (centres undefined)	-1	-0.4	-3	-4	-3	-2	1	93	-14	3
NC1=NC(=O)CC(C(=O)Nc2cccc3ccccc23)S1 (centres undefined)	2	-2.4	4	3	1	-1	2	91	.	1
CCC(C)(C)n1nnnc1C(c1cc2cc(C)cc(C)c2[nH]c1=O)N1CCN(Cc2ccc3c(c2)OCO3)CC1 (centres undefined)	2	0.0	0	2	-4	-4	-2	95	-3	-2
COc1cc(/C=N/NC(=O)CC2(C)OCCO2)cc(Br)c1O	4	-2.3	1	-1	-3	3	1	101	-3	3
CCOC(=O)c1cc(CC)sc1NC(=O)C(c1ccccc1)c1ccccc1	-12	-1.3	0	2	2	11	-5	143	-2	-8
COc1cc(OC)cc(C(=O)Nn2cc(C(=O)Nc3ccccc3F)c3ccccc3c2=O)c1	2	2.0	-4	4	-3	-1	3	89	-5	0

Ordered by molecular weight (rising): part of the list above
SMILES	H9c2 protect	MC4R ag barr	Granule exo inh	MC4R antagonist	HTR2A ag	PDI inh	N-glyco inh	ABCB6 inh 2	CaV13 ICDI inh	ABHD5 PLIN5 PPI
Cc1cccc(Nc2nc(-c3ccc4c(c3)OCCO4)cs2)c1	-14	-0.8	-4	-4	-1	4	-9	.	.	-1
O=C(O)Cc1ccc(NC(=O)C(c2ccccc2)c2ccccc2)cc1	0	-3.2	1	17	-5	4	1	103	-15	-4
O=C(CSc1nnc(-c2ccncc2)n1-c1ccccc1)NCC1CCCO1 (centres undefined)	-1	-0.4	-3	-4	-3	-2	1	93	-14	3
O=C(NCCNC(=O)c1ccc(-c2ccc(Cl)c(Cl)c2)o1)c1cnccn1	32	1.1	9	-12	4	-5	2	100	-4	7
COc1cc(OC)cc(C(=O)Nn2cc(C(=O)Nc3ccccc3F)c3ccccc3c2=O)c1	2	2.0	-4	4	-3	-1	3	89	-5	0
COc1ccc(CNC(=O)[C@H](C)NC(=O)C2CCN(C(=O)[C@@H](N)Cc3ccccc3)CC2)cc1	0	-0.1	2	1	7	.	-1	92	.	5
